Screening results: PubChem, University of Kansas High Throughput Screening Laboratory
mHTT-CaM PPI inh: mutant huntingtin-calmodulin interaction inhibitors – biochemical, AlphaScreen, primary screen; hit rate 3.6% among 190,000; inhibition, % at 15 µM; AlphaScreen His-mHTT/GST-CaM binding, luminescence; AID 1671202, 2021;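 also: 0% = both proteins with DMSO and 100% = one protein alone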
Pf apPOL block: Pf-apPOL inhibitors, biochemical, fluorescence | inhibition, % at 10 µM | AID 1794808, 2022 | hit rate 0.25% among 210,000 | Plasmodium falciparum apicoplast DNA polymerase (apPOL) | Recombinant Pf-apPOL, molecular beacon fluorescence, 1.5 h
* hit, by the source's call; . = not tested or not shown; & = joins results of further samples. Rule as the data show it: active = inhibition above about 50%; inactive = the rest.

SMILES	mHTT-CaM PPI inh	Pf apPOL block
Nc1cc(N)nc(SCC(=O)Nc2ccc(Br)cn2)n1	-2	0
O=C1OC(N2CCN(C(=O)c3ccco3)CC2)c2ccccc21 (stereo not given)	5	1
CCC(=O)c1ccc(OC(=O)N2CCCCC2)cc1	-3	0
Nc1ccc(N2CCN(C(=O)c3ccccc3)CC2)c(Cl)c1	4	1
O=C(Nc1cccc(F)c1)C1Oc2ccccc2NC1=O (stereo not given)	-3	0
COc1cccc(CNC(=O)C2(C)CCCN(C(=O)Nc3ccc(C)cc3C)C2)c1 (stereo not given)	2	-4
COc1cccc(CC(=O)NC2CC(O)C(CO)C2)c1 (stereo not given)	-1	-5
CN(C)S(=O)(=O)Nc1cnc2ccccc2c1	-1	-4
COc1nn(C)cc1C(=O)Nc1c2c(nn1C(C)(C)C)CSC2	23	5
O=C(NCCc1nc2ccccc2[nH]1)c1ccc(Cl)c(Cl)c1	3&3	-24&-2
COc1cc(/C=C2\C(=O)NN(c3cccc(Br)c3)C2=O)c([N+](=O)[O-])cc1OC	18	-2
CC(C)c1cc(=O)n(CC(=O)Nc2nc3c(s2)CCCC3)cn1	-15	-4
CC(=O)Cc1nsc(Nc2ccccc2)n1	.	-11
CN1CCc2cc(C(CNC(=O)C(=O)Nc3cccc(C(F)(F)F)c3)N(C)C)ccc21 (stereo not given)	53*	-4
Cc1ccc(CNC(=O)CN2C(=O)CCCc3ccccc32)o1	11	-2
Cc1ccc(/C=C2N=C(/C=C/c3ccccc3)OC\2=O)cc1	3	-5
CC(C)n1nc(CNC(=O)c2ccc(Br)o2)c2ccccc21	4	-16
Cc1c(-c2nc(-c3ccncc3)no2)cccc1[N+](=O)[O-]	5	-4
O=C1OC(c2ccccc2F)=N/C1=C\c1cccc(F)c1	-3	-2
O=C(O)c1ccc(NC=CC(=O)c2ccc(Cl)cc2)cc1	-1	-6
CCc1ccccc1NC(=O)/C(C#N)=C/c1cc(C)n(-c2cccnc2)c1C	35	0
CC(C)N(CC(O)COC1CC2CCC1(C)C2(C)C)C(C)C (stereo not given)	0	-7
Cc1noc(C)c1S(=O)(=O)N1CCC(CC(=O)NCCC2=CCCCC2)CC1	-6	-5
Cc1cc(Nc2ccc(N3CCOCC3)cc2)c2cc(Cl)ccc2n1	22	7
CC(C)n1c(C2CCN(C(=O)Cc3cccc(F)c3)C2)nc2ccncc21 (stereo not given)	0	-6
CCOC(=O)N1CCN(CC(O)COc2ccc(OC)cc2C(C)(C)C)CC1 (stereo not given)	40	-3
COc1ccc2oc(=O)c(NC(=O)C3CCCCC3)cc2c1	-3	-2
OCC1CCN(c2ncccn2)CC1	.	-3
COc1ccc(S(=O)(=O)Nc2ccc(C)c(C)c2)cc1	-9	-1
Cc1cccc(NC(=O)CCCN2C(=O)c3cccnc3C2=O)c1C	6	-21
CCCCCC(=O)N1C[C@@H](O)[C@H](n2cc(COC(=O)c3ccccc3)nn2)C[C@@H]1c1ccccc1	-2	-4
O=C(Nc1nnc2ccccn12)c1ccc(C(F)(F)F)cc1	38	-23
CCCNC(=O)CC1CCN(S(=O)(=O)c2ccc(Br)s2)CC1	-9	-1
CC(C)C(=O)N1CCN(c2ccc(C(C)C)cc2)C(=O)C1C (stereo not given)	0	-10
CCOc1ccccc1NC(=O)COC	-2	-4
Cc1cc([N+](=O)[O-])ccc1NC1CC(O)C(O)C(C)O1 (stereo not given)	-5	2
COc1ccc(OC)c(N2CCN(C(=O)c3ccc(C)cc3)C(C)C2=O)c1 (stereo not given)	12	-2
CCN(CC)C(=O)c1c[nH]c2ccc(S(=O)(=O)N(C)c3ccc(Cl)cc3)cc2c1=O	31	-16
CCc1c(C)c2cc3c(C)coc3c(C)c2oc1=O	-9	1
Cc1cc(C(=O)Nc2cccc(NC(=O)c3ccc(Cl)cc3Cl)c2)ccc1[N+](=O)[O-]	18	-2
CCOc1ccc(C=C2Oc3ccc(C(=O)OC)cc3C2=O)cc1	3	-8
O=S(=O)(Cc1ccccc1Cl)NCC1(c2ccccc2)CCOCC1	-16	-2
COc1ccc(NC(=O)/C(C#N)=C/c2ccc(OCc3ccc(F)cc3)c(OC)c2)cc1	1	-8
COc1cc(CNc2cccc(F)c2)cc(OC)c1OC	1	1
Cc1ccc(C(=O)N2CCCCC2CCN2CCOCC2)s1 (stereo not given)	-7	-5
Cc1ccccc1NC(=O)Cc1cn2cc(Cl)ccc2n1	3	-4
Nc1nccnc1C(=O)NN=Cc1ccco1	.	23
Cc1ccnc(N2CCC(C(=O)NCC3CCN(Cc4ccccc4Cl)CC3)CC2)n1	3	7
COc1ccc(C)cc1NC(=O)C(C)C	-4	-1
COc1ccc(C2=N/C(=C\c3ccc(F)cc3)C(=O)N2c2cccc(F)c2)cc1	-24	0
New compounds follow.
SMILES	mHTT-CaM PPI inh	Pf apPOL block
Cn1nc(-c2ccncc2)nc2c(=O)n(C)c(=O)nc1-2	2	9
COc1cc(C=O)cc(I)c1OCc1cccc(C(=O)O)c1	7	8
Cc1cc(C)n(CCNC(=O)Cn2c(-c3cnccn3)nc3ccccc32)n1	-4	-7
Cc1cccc(N(CC(=O)Nc2ccc(F)cc2)S(=O)(=O)c2ccccc2)c1C	100*	32
COc1cccc(C=C2Oc3cc(OC(=O)c4ccc5c(c4)OCO5)ccc3C2=O)c1OC	-3	3
c1ccc(-c2cc(-c3nc(-c4cccnc4)no3)c3ccccc3n2)cc1	-3	-2
Cc1cc(Nc2cccc([N+](=O)[O-])c2)c2cc(Cl)ccc2n1	21	-5
CCC(C)n1c(=N)c(C(=O)NC2CCCCC2)cc2c(=O)n3cccc(C)c3nc21 (stereo not given)	-4	5
Cc1nonc1-c1cn2cc(Cl)ccc2n1	-5	1
Brc1cncc(-c2nc(-c3cccc(-c4ccn[nH]4)c3)no2)c1	16	-1

For reference, some entries already given.
SMILES	mHTT-CaM PPI inh	Pf apPOL block
O=C(Nc1nnc2ccccn12)c1ccc(C(F)(F)F)cc1	38	-23
CCCNC(=O)CC1CCN(S(=O)(=O)c2ccc(Br)s2)CC1	-9	-1
CC(C)C(=O)N1CCN(c2ccc(C(C)C)cc2)C(=O)C1C (stereo not given)	0	-10
CCOc1ccccc1NC(=O)COC	-2	-4
Cc1cc([N+](=O)[O-])ccc1NC1CC(O)C(O)C(C)O1 (stereo not given)	-5	2
COc1ccc(OC)c(N2CCN(C(=O)c3ccc(C)cc3)C(C)C2=O)c1 (stereo not given)	12	-2
CCN(CC)C(=O)c1c[nH]c2ccc(S(=O)(=O)N(C)c3ccc(Cl)cc3)cc2c1=O	31	-16
CCc1c(C)c2cc3c(C)coc3c(C)c2oc1=O	-9	1
Cc1cc(C(=O)Nc2cccc(NC(=O)c3ccc(Cl)cc3Cl)c2)ccc1[N+](=O)[O-]	18	-2
CCOc1ccc(C=C2Oc3ccc(C(=O)OC)cc3C2=O)cc1	3	-8
O=S(=O)(Cc1ccccc1Cl)NCC1(c2ccccc2)CCOCC1	-16	-2
COc1ccc(NC(=O)/C(C#N)=C/c2ccc(OCc3ccc(F)cc3)c(OC)c2)cc1	1	-8
COc1cc(CNc2cccc(F)c2)cc(OC)c1OC	1	1
Cc1ccc(C(=O)N2CCCCC2CCN2CCOCC2)s1 (stereo not given)	-7	-5
Cc1ccccc1NC(=O)Cc1cn2cc(Cl)ccc2n1	3	-4
Nc1nccnc1C(=O)NN=Cc1ccco1	.	23
Cc1ccnc(N2CCC(C(=O)NCC3CCN(Cc4ccccc4Cl)CC3)CC2)n1	3	7
COc1ccc(C)cc1NC(=O)C(C)C	-4	-1
COc1ccc(C2=N/C(=C\c3ccc(F)cc3)C(=O)N2c2cccc(F)c2)cc1	-24	0
Cn1nc(-c2ccncc2)nc2c(=O)n(C)c(=O)nc1-2	2	9
COc1cc(C=O)cc(I)c1OCc1cccc(C(=O)O)c1	7	8
Cc1cc(C)n(CCNC(=O)Cn2c(-c3cnccn3)nc3ccccc32)n1	-4	-7
Cc1cccc(N(CC(=O)Nc2ccc(F)cc2)S(=O)(=O)c2ccccc2)c1C	100*	32
COc1cccc(C=C2Oc3cc(OC(=O)c4ccc5c(c4)OCO5)ccc3C2=O)c1OC	-3	3
c1ccc(-c2cc(-c3nc(-c4cccnc4)no3)c3ccccc3n2)cc1	-3	-2
Cc1cc(Nc2cccc([N+](=O)[O-])c2)c2cc(Cl)ccc2n1	21	-5
CCC(C)n1c(=N)c(C(=O)NC2CCCCC2)cc2c(=O)n3cccc(C)c3nc21 (stereo not given)	-4	5
Cc1nonc1-c1cn2cc(Cl)ccc2n1	-5	1
Brc1cncc(-c2nc(-c3cccc(-c4ccn[nH]4)c3)no2)c1	16	-1

Reprinted at random: 4 compounds from above.
SMILES	mHTT-CaM PPI inh	Pf apPOL block
O=C(NCCc1nc2ccccc2[nH]1)c1ccc(Cl)c(Cl)c1	3&3	-24&-2
Cc1ccc(CNC(=O)CN2C(=O)CCCc3ccccc32)o1	11	-2
CN(C)S(=O)(=O)Nc1cnc2ccccc2c1	-1	-4
COc1cccc(CC(=O)NC2CC(O)C(CO)C2)c1 (stereo not given)	-1	-5

The results go on:
SMILES	mHTT-CaM PPI inh	Pf apPOL block
Cc1nc(-c2nnc(SCC(=O)c3ccc(F)cc3)n2C)cs1	.	-17
COc1ccc(C(=O)N2CCCn3nc(-c4ccc(C)cc4)cc3C2)cn1	6	-6
O=C(Nc1ccc2c(c1)CN(C(=O)c1cccs1)CC2)c1ccccc1C(F)(F)F	2	-2
CCOc1ccc(-c2nc3s/c(=C\c4ccco4)c(=O)n3n2)cc1	1	3
O=C(Cc1c(C(=O)O)[nH]c2ccc(Cl)cc12)NCc1ccc(F)cc1Cl	-2	-7
COCCN(Cc1ccncc1)C(=O)c1ccc2nsnc2c1	-4	-2
Clc1snnc1COc1ccc2c(c1)OCO2	.	-24
Cc1ccc(C(=O)NC(N=C(N)c2ccccc2)C(Cl)Cl)cc1 (stereo not given)	4	9
CCc1ccc(C2CC(c3cc(OC)c(OC)c(OC)c3)n3nnnc3N2)cc1 (stereo not given)	15	-3
CC(C)(C)c1ccc2cc(C#N)c(C#N)cc2c1	.	-1
COc1cc(Cl)ccc1C(=O)NC1CCN(S(=O)(=O)c2ccccc2)C1 (stereo not given)	-4	-4
COc1ccc(C(=O)Nc2c3c(nn2-c2ccc(Cl)cc2)CSC3)cc1OC	14	-4
O=C(NCc1ccc(F)cc1)C1CCc2sc(C(=O)N3CCCCC3)cc2C1 (stereo not given)	-4	-5
CCC(=O)Nc1cccc(NC(=O)c2ccc(C)c(Cl)c2)c1	1	-3
O=[N+]([O-])c1ccc(N2CCOCC2)cc1Sc1ccccn1	1	-5
O=C(NCCOc1ccc(F)cc1)NC1CCCCC1	-20	-44
COc1ccc(C(CC(=O)NCC(OC)OC)NS(=O)(=O)c2ccc(F)cc2)cc1 (stereo not given)	-9	-6
CC(C)(C)C(=O)Nc1ccc(Sc2ccc([N+](=O)[O-])cc2)cc1	-4	-13
COc1ccccc1-c1nc(C)c2c(C)c(C(=O)NNC(=O)c3ccc(C(F)(F)F)cc3)sc2n1	.	1
CN(C)Cc1ccc2c(c1)N(C(=O)C(C)(C)C)CCS2	-3	-2
CCCN1C(=O)/C(=C\c2nc3ccccc3c(=O)[nH]2)c2ccccc21	37	2
CCOc1ccc(NC(=O)c2oc(=O)c3ccccc3c2-c2ccc(C)cc2)cc1	-1	2
C=C(C)CN(CC)Cc1ccccc1OC	-1	-9
CN1CCN(c2ccccc2C=NNc2cc(Cl)ccc2Cl)CC1	.	0
Ic1cccc(-c2nc(-c3ccccn3)no2)c1	-6	-4
Cc1noc(-c2nn(C)c3c2CN(S(=O)(=O)Cc2ccc(F)cc2)CC3)n1	0	2
CC(=O)Nc1ccc(N2C(=O)CSC2c2ccc(Cl)c(Cl)c2)cc1 (stereo not given)	23	-9
Fc1ccc(C2C=C(c3ccc(Br)cc3)Nc3nnnn32)cc1Br (stereo not given)	9	-1
CCCNC(=O)c1ccc2ncc3c(=O)n(-c4ccc(C)c(C)c4)[nH]c3c2c1	21	11
CC(Oc1ccccc1)C(=O)NC1CCCCC1 (stereo not given)	-6	-4
COc1cccc(CNC(=O)CN2CCc3nc(C)n(C)c3C2)c1	18	1
O[C@@H]1CN(CC2CCCCC2)[C@@H](c2ccccc2)C[C@H]1n1cc(-c2ccc(F)cc2)nn1	19	-1
COc1ccc(C)c2sc(NC(=O)c3ccc([N+](=O)[O-])cc3)nc12	-20	-5
Cn1c(C(=O)N2CCN(c3ccccc3)CC2)cc2c1CCN(Cc1ccccc1)C2	44	-7
O=C(Oc1ccccc1)N1CCC(CNS(=O)(=O)c2ccc(F)c(Cl)c2)CC1	-11	-1
CCC(=O)NCc1cnn(-c2ccc(C(=O)Nc3ccc(C)cc3)cc2)c1	-3	-4
Nc1ccc(Cl)cc1C(=NO)c1ccccc1	.	5
Cc1ccccc1C(=O)NC(NCc1ccco1)C(Cl)(Cl)Cl (stereo not given)	0	1
Cc1cc(OCC(=O)N2CCc3ccccc3C2)ccc1Cl	-12	-4
CC1CN2C=NC(N3CCN(C(=O)Nc4ccc(F)cc4F)CC3)=CC2=N1 (stereo not given)	0	0

Rows are unselected (roughly 3.5% active in at least one column).
